# Screening results: PubChem, several laboratories
# HTR2A ag: activates the mouse 5-HT2A serotonin receptor; activation, % at 7.6 µM; CHO-K1 mHTR2A beta-arrestin complementation, luminescence; percent of 30 µM serotonin response; AID 624169; 360,000 tested, 0.66% active; P35363;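 active means activation above a run cutoff, the mean activation of all tested compounds plus 3 SD, cut at about 14% in these data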;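 further: 0% = plate median of compound wells and 100% = 30 µM serotonin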
# Target sequence (P35363 whole entry, looked up): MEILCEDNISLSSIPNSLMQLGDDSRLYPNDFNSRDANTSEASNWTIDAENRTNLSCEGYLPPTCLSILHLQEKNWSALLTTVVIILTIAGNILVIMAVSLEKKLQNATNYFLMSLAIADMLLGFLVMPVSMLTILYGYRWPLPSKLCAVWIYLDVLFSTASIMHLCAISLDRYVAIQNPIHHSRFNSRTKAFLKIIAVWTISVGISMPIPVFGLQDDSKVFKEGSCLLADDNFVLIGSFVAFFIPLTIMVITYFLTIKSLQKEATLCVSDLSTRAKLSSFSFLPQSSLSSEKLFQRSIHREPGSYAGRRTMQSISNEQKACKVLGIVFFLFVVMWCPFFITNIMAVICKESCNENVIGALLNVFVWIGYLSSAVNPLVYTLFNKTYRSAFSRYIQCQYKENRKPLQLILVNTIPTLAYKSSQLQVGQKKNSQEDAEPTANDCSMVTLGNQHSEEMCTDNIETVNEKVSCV
# Peg3 promoter: inhibitors of Peg3 promoter; inhibition, % at 20 µM; HeLa PEG-Prom luciferase reporter, luminescence, overnight; AID 588405; 360,000 tested, 1.7% active;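 active means inhibition of at least 50% at 20 µM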
# PDI turbidity: inhibitors of human protein disulfide isomerase. P07237. PDI insulin aggregation turbidity, A650, 90 min. inhibition, % at 10 µM. 350,000 tested, 0.052% active. AID 588391;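 active means mean inhibition across replicates of 30% or more, whatever share of single replicates reach that level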;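 further: absorbance from insulin aggregation driven by PDI reduction with DTT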
# HIF-2a inh: HIF-2a inhibition; 360,000 tested, 0.72% active; 786-0 RCC cells HIF-2a reporter, luciferase luminescence, overnight; inhibition, % at 18.8 µM; AID 624352;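 active means inhibition of the luminescence signal of 40% or more relative to plate controls, in a single-dose primary screen at 18.75 µM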
# NR2E3 ag-1: agonists of human NR2E3 nuclear receptor. CHO-S Gal4-NCOR/VP16-NR2E3 two-hybrid, luciferase. 360,000 tested, 0.35% active. AID 602229. Q9Y5X4. inhibition of corepressor binding, % at 3.98 µM;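 active means inhibition above the mean of all tested compounds plus 3 SD, cut at about 70% in these data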;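 further: 0% = DMSO with NR2E3 transfected cells and 100% = cells lacking NR2E3 construct; higher means lower luciferase signal from less NR2E3 corepressor binding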
# Target sequence (Q9Y5X4 whole entry, looked up, the tested form may be a part): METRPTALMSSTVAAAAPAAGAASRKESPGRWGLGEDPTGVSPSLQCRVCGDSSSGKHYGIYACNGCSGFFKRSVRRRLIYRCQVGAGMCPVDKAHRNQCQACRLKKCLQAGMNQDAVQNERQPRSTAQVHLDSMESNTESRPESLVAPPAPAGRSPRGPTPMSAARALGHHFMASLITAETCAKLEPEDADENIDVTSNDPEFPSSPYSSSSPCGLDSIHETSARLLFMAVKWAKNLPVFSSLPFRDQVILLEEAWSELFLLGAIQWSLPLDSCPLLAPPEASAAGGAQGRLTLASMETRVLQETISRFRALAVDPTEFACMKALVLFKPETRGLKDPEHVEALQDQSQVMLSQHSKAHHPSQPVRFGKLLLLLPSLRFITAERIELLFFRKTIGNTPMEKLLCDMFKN
# Shn3 3UTR inh: Schnurri-3 reporter inhibition in Clone20 osteoblasts; Clone20 osteoblast Shn3 3'UTR firefly luciferase, 24 h; inhibition, % at 12.5 µM; 360,000 tested, 0.52% active;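 active means mean inhibition of at least 75% with every replicate also reaching 75%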;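 further: 0% = median of neutral control wells and 100% = pilot-screen positive control compound; some compounds past the cut are filed as inactive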
# NR2E3 ag-2: NR2E3 (human) agonism. GST-NR2E3/biotin-RetCOR TR-FRET, 1536-well. AID 2300. Q9Y5X4. inhibition of corepressor binding, % at 4.78 µM. 320,000 tested, 0.12% active;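 active means percent inhibition above the cutoff of mean plus 3 SD of all tested compounds, set per screening campaign, cut at about 20% in these data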;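 further: 0% = DMSO wells and 100% = biotin wells as full block of FRET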
#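 Test system – NR2E3–RetCOR corepressor complex · Quantity – NR2E3 fusion 1.35 nM · Buffer or medium – Tris pH 7.5 · Incubation – Compound–protein incubation for 5 h at 4 °C · Technique – TR-FRET, Eu(K)-anti-GST donor, streptavidin-D2 acceptor, ex 340, em 617/671 nm · Evaluation – percent inhibition of 671/617 nm emission ratio versus biotin and DMSO controls · Plate – 1536-well format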
# iPSC survival up: increases survival of single human iPS cells; survival enhancement, % at 20 µM; hiPSC single-cell survival, ATPlite luminescence; 100% = ROCK inhibitor wells, 0% = DMSO; 360,000 tested, 0.044% active; in the data active means survival enhancement above about 18%;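 further: cells exposed to compounds for 16 hours before the ATP read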
# H9c2 protect: protects H9c2 cardiomyocytes from peroxide injury. H2O2 injury protection, ATPLite, 2 h. protection from H2O2 cell death, % at 20 µM. 360,000 tested, 0.63% active;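 active means compounds giving at least 50% protection of heart cells from peroxide-induced death in the single-dose screen, raw or plate-pattern-corrected value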;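 further: 0% = DMSO wells with peroxide and 100% = DMSO wells without peroxide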
# CaV13 ICDI inh: Disruptors of the CACNA1D IQ motif to Ca2+-dependent inactivation inhibitor domain association, primary screening, Förster resonance energy transfer in intact living … | inhibition, % at 12.3 µM | HEK cells, CFP/YFP FRET ICDI-IQ, plate reader, 10 min; percent FRET-ratio fall versus neutral wells | AID 743397 | 340,000 tested, 0.098% active;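 active means mean replicate inhibition of at least 30% and at least 1% of replicates passing that level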;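 further: 0% = median of the neutral control wells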
# TRPM1 prom inh: MITF TRPM1 promoter inhibition in SK-MEL-5 cells; SK-MEL-5 TRPM1 promoter luciferase, 24 h; 330,000 tested, 0.83% active; inhibition, % at 12.5 µM;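 active means mean inhibition across replicates of 60% or more, whatever share of single replicates reaches that level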; further: values of inactives mirror those of a sister screen read the other way
# Numbers without * were called inactive; x = no result given.
SMILES,HTR2A ag,Peg3 promoter,PDI turbidity,HIF-2a inh,NR2E3 ag-1,Shn3 3UTR inh,NR2E3 ag-2,iPSC survival up,H9c2 protect,CaV13 ICDI inh,TRPM1 prom inh
CCOc1ccccc1N1CCN(C(=O)C2c3ccccc3Oc3ccccc32)CC1,-3,24,4,4,-51,2,1,2.7,10,x,18
O=C(O)c1cc2nc(C3CC3)cc(C(F)(F)F)n2n1,4,18,1,10,-3,8,0,-0.3,20,-6,5
C1CCC(n2nnnc2CN2CCN(C3CCCC3)CC2)CC1,4,4,-13,1,11,-4,4,0.8,-4,-6,4
Cc1cc(C)cc(NC(=O)C(c2ccccc2)N2CCN(CC(=O)N3CCCC3)CC2)c1 (stereo unspecified),2,-11,20,-2,-24,1,x,-0.2,-1,-7,9
COCCn1c(SCC(=O)Nc2ccc(F)cc2F)nc2c([nH]c3ccccc32)c1=O,4,32,-3,5,17,9,1,0.2,4,-7,24
COc1ccccc1NC(=O)c1cc2ccccc2nc1C,8,-3,4,-14,-15,-4,6,2.4,11,-5,11
CCc1ccc(N2C(=O)CC(N3CCC(C(=O)OC)CC3)C2=O)cc1 (stereo unspecified),-1,-6,12,0,9,-25,6,-2.2,7,-5,-3
Cc1c(C(=O)N/N=C/c2c(O)ccc3ccccc23)nnn1-c1nonc1N,-5,43,-11,-1,0,85,2,0.6,60*,-4,42
O=C(OCc1ccc(Br)cc1)c1cccnc1Cl,-1,-19,-4,-5,12,-16,1,-0.1,4,-4,0
COc1ccc(Cc2nnc(NC(=O)CSc3ccccc3)s2)cc1,3,8,-22,14,-11,9,3,4.4,-3,x,0
O=C(CN=C1NC(=O)C(c2ccccc2)(c2ccccc2)N1)NCc1ccc(F)cc1,0,-68,16,14,0,-13,1,-0.6,-3,-5,-13
Cc1cccc(CN2CCC(C(=O)Nc3cccc(-c4cccc(F)c4)c3)CC2)n1,-15,29,6,14,-7,26,-2,-0.5,2,-3,26
O=C(/C=C/c1c(Cl)nc2ccccn12)N1CCN(c2ccccc2F)CC1,-4,17,-18,10,-6,-22,0,0.3,1,-4,-11
CCCC(=O)Nc1ccc(-c2nc3ncccc3o2)cc1,12,-198,10,-272,-68,-160,x,-0.1,-1,-19,-79
O=C(Nc1ccccc1)c1cc(C2CCCN(C(=O)C3CC3)C2)on1 (stereo unspecified),-2,23,-12,25,-32,17,x,-3.1,-15,-6,x
CCOC(=O)N1CCN(C(=O)c2cc3sccc3n2C)CC1,7,-3,8,13,3,6,0,-1.9,-2,-7,7
Cc1ccc(C(C(=O)NC(C)(C)C)N(CC2CCCO2)C(=O)CCC(=O)Nc2ccccn2)cc1 (stereo unspecified),4,20,14,10,-9,15,1,-0.4,-10,-6,4
Cc1ccc(-c2ccc(CN3C(C(C)C)C(=O)N(Cc4cn(CCC5OCCO5)nn4)CCS3(=O)=O)cc2)cc1 (stereo unspecified),-3,17,-2,-13,-12,73,x,0.0,-6,-4,x
COC(=O)C(CC(C)C)NC(=O)c1cc(OC)c(OC)c(OC)c1 (stereo unspecified),1,8,-8,9,-22,-12,-1,-0.6,1,-5,2
Cc1ccc2c(C(=O)CN3CCN(C4CCCCC4)CC3)c(C)[nH]c2c1,-6,6,0,10,-18,-14,-2,-2.7,4,x,1
O=C(CSc1nnc(-c2cc3ccccc3cc2O)n1Cc1ccco1)c1ccc(F)cc1,-4,34,-3,31,-22,6,0,-1.6,-8,-4,4
COCCN=c1scc(-c2ccc3c(c2)NC(=O)CO3)n1/N=C(\C)c1ccc(O)cc1,-5,7,7,2,-19,-6,0,0.5,-5,-4,20
Cc1ccc(N2CC(C(=O)Nc3nnc(SCCC4OCCO4)s3)CC2=O)cc1C (stereo unspecified),7,-14,3,9,-41,17,1,-0.5,1,-6,-8
COc1ccc(-c2c(C)nn3c(N4CCCCCC4)cc(C)nc23)cc1OC,4,12,-2,-1,19,19,-2,0.9,-6,-21,20
O=[N+]([O-])c1ccccc1S(=O)c1ccccc1[N+](=O)[O-],-4,-24,x,20,4,8,x,-1.0,4,-5,x

# Some of these compounds in order of molar mass, low to high.
SMILES,HTR2A ag,Peg3 promoter,PDI turbidity,HIF-2a inh,NR2E3 ag-1,Shn3 3UTR inh,NR2E3 ag-2,iPSC survival up,H9c2 protect,CaV13 ICDI inh,TRPM1 prom inh
C1CCC(n2nnnc2CN2CCN(C3CCCC3)CC2)CC1,4,4,-13,1,11,-4,4,0.8,-4,-6,4
CCOc1ccccc1N1CCN(C(=O)C2c3ccccc3Oc3ccccc32)CC1,-3,24,4,4,-51,2,1,2.7,10,x,18
O=C(CSc1nnc(-c2cc3ccccc3cc2O)n1Cc1ccco1)c1ccc(F)cc1,-4,34,-3,31,-22,6,0,-1.6,-8,-4,4

# (list continues)
SMILES,HTR2A ag,Peg3 promoter,PDI turbidity,HIF-2a inh,NR2E3 ag-1,Shn3 3UTR inh,NR2E3 ag-2,iPSC survival up,H9c2 protect,CaV13 ICDI inh,TRPM1 prom inh
CCOC(=O)CCSc1nc(C(C)(C)C)cc(C(F)(F)F)c1C#N,-1,4,0,7,-10,18,1,1.2,-7,-4,-17
Cc1cn(-c2cc(NC(=O)c3ccc(C)c(NC(=O)c4cccc(-c5cn[nH]c(=O)c5)c4)c3)cc(C(F)(F)F)c2)cn1,0,-6,2,-6,6,-38,4,-2.2,30,x,-9
O=C(COc1ccc2c3c(c(=O)oc2c1)CCC3)NCCCN1CCCC1=O,-5,-1,-14,-10,1,9,3,-0.4,-3,-4,-8
COc1ccc(NS(=O)(=O)c2cccc(C(=O)N3CCN(C(=O)c4ccco4)CC3)c2)cc1,4,13,6,5,-9,5,x,0.7,-3,-18,-4
OC(c1ccc(Cl)cc1)c1ncc(-c2ccccc2F)[nH]1 (stereo unspecified),0,-118,-8,-170,-42,-17,x,-1.4,-18,-5,x
Cc1ccccc1-c1nc(CS(=O)(=O)CC(=O)NC(C)c2ccccc2)c(C)o1 (stereo unspecified),7,13,5,-9,21,13,-1,-0.6,-6,-16,1
O=C1N[C@@H](c2ccccc2)COC(=O)[C@H](Cc2ccc(F)cc2)C/C=C\C[C@@H]1CC(=O)N(CCO)Cc1ccccc1,-8,25,4,25,-7,3,x,2.8,8,-12,3
CC1CCN(C(=O)COC(=O)c2n[nH]c3ccccc23)CC1,7,-190,-5,-180,-99,-80,-1,-0.7,-20,x,-69
CN(CCC#N)c1ncnc2scc(-c3ccccc3)c12,-5,24,-1,13,-27,17,5,-0.3,0,-5,-3
COc1ccnc(CS(=O)c2nc3cc(C(O)(F)F)ccc3[nH]2)c1OC (stereo unspecified),1,-6,-5,-13,-17,14,0,-0.5,-2,-23,3
CC(C)CN(C(=O)COC(=O)COc1ccc2ccccc2c1)c1c(N)n(Cc2ccccc2)c(=O)[nH]c1=O,-1,42,-3,8,-6,-20,3,0.0,-8,-2,11
CCOc1cc(C(=S)N2CCOCC2)ccc1OC(=O)c1ccc(C)cc1,-8,4,1,18,21,12,0,-0.5,-6,12,7
CCOC(=O)CCCN1CC(O)=C(c2nc3ccccc3s2)C1=N,-6,-5,-10,-35,-2,-7,2,-2.0,2,-19,-10
C#CCSc1n[nH]c(=O)n1-c1cccc(C(F)(F)F)c1,4,16,13,12,-43,-16,-1,0.9,-2,-5,5
O=C(CCCN1C(=O)c2cccc3cccc(c23)C1=O)N1CCc2ccccc2C1,-3,33,-2,16,-2,8,-1,3.5,7,-5,-6
CC(=O)N/C(=C/c1ccc2c(c1)OCO2)C(=O)NCCO,1,-259,-2,14,2,-24,-3,0.7,5,-9,1
CC1(C)NC(=O)N(CC(O)COC2CCCCC2)C1=O (stereo unspecified),2,14,-17,8,9,-8,3,-1.9,16,-5,12
Clc1ccc2c(NCc3ccccc3)ccnc2c1,-3,-1,-3,-5,69,90*,3,-0.4,-15,-3,28
Cc1cccc2nc(CNc3ccc(F)cc3)cn12,-4,-139,6,-136,-40,-4,2,-1.6,4,-1,-29
COc1ccc(-n2c(SC)nc3sc4c(c3c2=O)CCN(C)C4)cc1,-9,23,1,12,3,13,x,0.4,-1,-2,-3
COc1ccc(C2c3sc(=O)[nH]c3SC3C4CCC(C4)C23)cc1OC (stereo unspecified),0,18,9,27,-8,1,-2,-0.8,-5,-2,1
CCCn1c(/C=N/Nc2nc3ccccc3[nH]2)nc2ccccc21,-5,-107,-15,-324,-74,74,x,-0.3,2,-6,25
CSCCC(NC(=O)c1ccccc1Br)C(=O)NNC(=O)c1cc(C)oc1C (stereo unspecified),-3,7,10,8,-21,-7,x,0.6,-6,-7,-4
COc1cccc(NC(=O)C2CCCN(S(=O)(=O)c3ccc(-n4cnnn4)cc3)C2)c1 (stereo unspecified),5,9,-1,16,-12,21,0,-0.2,-3,x,1
O=C(COc1ncnc2ccccc12)NC(=O)NCc1ccccc1,-3,-6,2,10,9,13,-1,-2.4,7,-4,4

# The list goes on.
SMILES,HTR2A ag,Peg3 promoter,PDI turbidity,HIF-2a inh,NR2E3 ag-1,Shn3 3UTR inh,NR2E3 ag-2,iPSC survival up,H9c2 protect,CaV13 ICDI inh,TRPM1 prom inh
CCn1nc(C)c(CNC(=O)CC2C(=O)NCCN2CC(C)C)c1C (stereo unspecified),0,-6,7,16,-2,3,2,-0.7,12,-7,0
COC(=O)CSCC(=O)Nc1nnc(-c2ccccc2C)s1,1,-20,-7,21,-27,9,2,0.9,-3,-18,1
COc1ccc(Cc2nnc(SCC(=O)N(C)c3ccccc3)o2)cc1,2,3,2,4,-15,8,2,-0.3,-5,x,-11
COc1ccc(-n2cc(CNC3CCN(C)CC3)c(-c3cccc(F)c3)n2)cc1,-5,52*,-1,-3,24,-1,0,-0.8,-5,-6,-1
Cc1ccc(C)c(NC(=S)N2CCN(c3cccc(C(F)(F)F)c3)CC2)c1,7,-6,2,14,7,-1,2,0.6,-7,-4,0
Cc1ccc(S(=O)(=O)/N=C(\CSC(N)=O)Nc2ccccc2)cc1,2,-7,2,15,5,6,3,0.3,6,-8,-11
CC(=O)N(C)c1ccc(NC(=S)Nc2cccc3ccccc23)cc1,7,-119,-7,-190,-60,-7,-8,2.6,-6,-19,-3
O=C1CCCN1c1ccc(S(=O)(=O)N2CCCCC2)cc1,2,8,6,12,-2,-4,-2,0.5,-3,-5,2
COC(=O)COc1ccc(S(=O)(=O)Nc2ccc3c(c2)OCCO3)cc1Cl,0,4,-9,4,-2,-11,-2,-1.3,-18,-7,1
Cc1sc2ncn(CC(=O)N(CC(=O)NC3CCCC3)Cc3cccs3)c(=O)c2c1C,3,7,-6,4,-14,11,-2,-2.3,6,-9,-6
O=C(Nc1ccn([C@H]2CC[C@@H](CO)O2)c(=O)n1)c1ccccc1,0,0,6,-5,-28,-3,2,1.0,13,-20,2
CCOC(=O)c1nn(C)c(=S)n(C)c1=O,3,19,1,-1,12,21,x,-1.8,-3,-6,-5
Fc1ccccc1OCCSc1ncnc2nc[nH]c12,0,-76,-2,-80,-27,9,-2,0.7,2,7,-4
